Compound activity from PubChem BioAssay.
FUS suppressor = FUS proteinopathy suppression in yeast; S. cerevisiae FUS-expressing, growth rescue, OD600, 24 h; Potency, µM (series often up to 76.6 µM), inactives show top-dose growth rescue (activation), most hits filed as activators; 0.24% of 390,000 active; AID 1347120;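 note: potency is the fitted concentration of half-maximal effect; plate controls were DMSO vehicle for no effect and reference control for full effect; nearly all actives have a fitted effect of over 55% in size; some results filed as inactive show a strong effect at the top dose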
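Galactose (2%) drives FUS expression in yeast precultured in raffinose; seeding density OD 0.005. Test compounds incubated 24hr at 30C and 99% humidity before absorbance at 600 nm was measured.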
PLK1 PBD block = inhibitors of human PLK1 polo-box domain binding; Plk1 PBD binding of FITC phosphopeptide, fluorescence polarization; P53350; 2.8% of 360,000 active; Potency, µM, for inactives: max response, negative = inhibition, hits mostly inhibitors; AID 720504; note: potency is the fitted concentration of half-maximal effect; series mostly up to about 57 µM; % is set by controls: 0 for no effect and ±100 for the full control effect; nearly all actives have a fitted effect of over 65% in size
EPAC1 agonist = agonists of human EPAC1 | O95398 | EPAC1 agonist qHTS, biochemical assay; response scale: 100% = response to 6.5 mM cAMP | Potency, µM (titrated, usually from 154 µM), inactives show at the top dose activation, most hits filed as activators | 0.073% of 360,000 active; note: potency is the fitted concentration of half-maximal effect; nearly all actives have a fitted effect of over 60% in size
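EPAC1 100 nM, Rap1B–BODIPY-GDP 250 nM, unlabeled GDP 50 uM; compound titration; 5 min RT; kinetic read ex480/em540 at 5-min intervals ×30 min; data normalized to 6.5 mM cAMP agonist control.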
WRN helicase inh = WRN helicase (human) inhibition | Potency, µM (top dose mostly 114 µM), for the others: at the top dose activity change, negative = inhibition, usual class: inhibitors | WRN helicase unwinding, fluorescent forked duplex, kinetic | 0.46% of 360,000 active; note: potency is the fitted concentration of half-maximal effect; % is set by controls: 0 for no effect and ±100 for the full control effect; nearly all actives have a fitted effect of over 55% in size
Target sequence (Q14191 whole entry, looked up): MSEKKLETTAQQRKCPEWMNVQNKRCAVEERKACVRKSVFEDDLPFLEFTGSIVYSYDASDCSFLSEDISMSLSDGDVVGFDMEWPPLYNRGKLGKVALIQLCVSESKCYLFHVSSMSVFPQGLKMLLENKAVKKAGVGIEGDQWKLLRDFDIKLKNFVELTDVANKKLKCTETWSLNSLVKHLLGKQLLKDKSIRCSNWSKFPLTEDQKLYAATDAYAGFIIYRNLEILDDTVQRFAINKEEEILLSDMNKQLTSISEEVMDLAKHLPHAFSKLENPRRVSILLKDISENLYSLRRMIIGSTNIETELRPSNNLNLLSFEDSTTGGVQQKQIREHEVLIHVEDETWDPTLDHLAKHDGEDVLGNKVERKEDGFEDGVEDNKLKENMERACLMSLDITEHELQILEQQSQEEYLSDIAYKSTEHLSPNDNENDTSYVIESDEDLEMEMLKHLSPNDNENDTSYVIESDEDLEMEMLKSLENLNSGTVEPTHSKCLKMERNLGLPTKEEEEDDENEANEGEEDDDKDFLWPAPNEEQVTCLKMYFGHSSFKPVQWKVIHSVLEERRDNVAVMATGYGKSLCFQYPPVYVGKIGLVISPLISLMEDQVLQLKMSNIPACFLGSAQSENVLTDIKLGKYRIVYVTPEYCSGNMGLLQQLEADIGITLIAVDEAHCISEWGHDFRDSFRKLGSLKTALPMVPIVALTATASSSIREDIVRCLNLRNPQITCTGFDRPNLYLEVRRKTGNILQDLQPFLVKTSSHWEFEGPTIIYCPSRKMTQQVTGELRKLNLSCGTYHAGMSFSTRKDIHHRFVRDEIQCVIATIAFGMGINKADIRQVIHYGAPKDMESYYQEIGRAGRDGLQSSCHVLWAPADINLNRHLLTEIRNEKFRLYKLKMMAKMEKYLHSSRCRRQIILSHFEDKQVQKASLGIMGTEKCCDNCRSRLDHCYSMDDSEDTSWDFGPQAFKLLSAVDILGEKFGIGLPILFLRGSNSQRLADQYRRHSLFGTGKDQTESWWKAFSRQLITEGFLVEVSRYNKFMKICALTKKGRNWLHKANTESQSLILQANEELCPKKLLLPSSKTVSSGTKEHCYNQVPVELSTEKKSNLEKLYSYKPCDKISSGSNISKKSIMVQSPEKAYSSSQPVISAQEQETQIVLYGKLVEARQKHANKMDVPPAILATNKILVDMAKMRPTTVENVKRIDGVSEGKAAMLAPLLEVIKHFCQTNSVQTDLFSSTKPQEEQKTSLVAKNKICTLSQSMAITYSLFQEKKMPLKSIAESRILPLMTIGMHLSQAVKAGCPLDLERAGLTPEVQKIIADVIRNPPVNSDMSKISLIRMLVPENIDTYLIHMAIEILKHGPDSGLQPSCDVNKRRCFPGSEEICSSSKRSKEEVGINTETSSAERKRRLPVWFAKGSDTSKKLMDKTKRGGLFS
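Fluorescence dequenching readout, ex 525 nm/em 598 nm, kinetic mode: forked duplex DNA (100 nM final) with adjacent fluorophore and quencher unwound by WRN (20 nM final) with 2 mM ATP. Compound preincubation 15 min, room temperature.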
aSyn yeast inh = alpha-synuclein toxicity inhibition in yeast; Yeast expressing alpha-synuclein, growth rescue, BacTiter-Glo, 24 h; Potency, µM (top dose mostly 46.1 µM), for the others: at the top dose growth rescue (activation), actives largely listed as activators; 0.14% of 370,000 active; AID 652106; note: potency is the fitted concentration of half-maximal effect; % of control where 0% means no effect; nearly all actives have a fitted effect of over 65% in size
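Rescue of yeast growth: cells expressing toxic alpha-synuclein, induced in galactose at OD600 0.02, incubated with compound 24 h at 30 C. ATP luminescence quantified growth; inhibitors of toxicity appear as activators.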
EPAC1 antag = EPAC1 (human) antagonism. O95398. EPAC1 GEF assay, Rap1b-BODIPY-GDP exchange fluorescence. Potency, µM (top dose mostly 115 µM), without a hit: at the highest dose activity change, negative = inhibition, most hits filed as inhibitors. 0.14% of 360,000 active;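 note: potency is the fitted concentration of half-maximal effect; plate controls were vehicle for no effect and positive control for full effect; nearly all actives have a fitted effect of over 50% in size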
IL-2 act = IL-2 activation; IL-2 activation reporter assay, cell-based qHTS; stimulated with anti-CD3/CD4/CD28 beads; in transgenic mouse T cells; activation, % (series mostly up to about 46 µM); 0.065% of 360,000 active; AID 652025; in the data active = activation above about 50%; inconclusive = mostly about 30% to 49%; note: 0% is about no effect
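Unstimulated transgenic mouse T cells; 60-min compound exposure; bead-based TCR/CD4/CD28 stimulation; 18 h culture, 37 degrees C; dual fluorescence (EGFP, DsRed) plate cytometry.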
Abeta rescue = restores growth of yeast expressing A-beta42 peptide; Potency, µM (titrated, usually from 46.1 µM), for the others: at the highest dose growth rescue, actives largely listed as activators; AID 1347071; yeast expressing A-beta42, growth rescue, OD600, 48 h; response scale: 0% DMSO, 100% iron-clioquinol control; 0.063% of 410,000 active; note: potency is the fitted concentration of half-maximal effect; nearly all actives have a fitted effect of over 55% in size
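Growth rescue measured by 600 nm absorbance after 48 h yeast culture at 30 C with compound. Values normalized between DMSO and an equimolar ferric chloride plus clioquinol control.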
PI5P4Ka inh = blocks human PI5P4K alpha kinase activity | P48426 | PI5P4Kalpha enzyme, ADP-Glo luminescence, 60 min; hits give low values | max response, % | 1.2% of 330,000 active | AID 652105; active = max response of -50% or lower; inconclusive = between -30% and -50%; inactive = -30% or higher; note: value at the top dose of about 77 µM; % is set by controls: 0 for no effect and ±100 for the full control effect
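Compounds were pin-transferred onto PI5P4Kalpha and substrate in HEPES pH 7.4 buffer with EGTA, CHAPS and 5% DMSO. ATP (5 microM final) started the reaction, which ran 60 minutes at room temperature before ADP-Glo detection.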
The depositor's hits bear a star; u = inconclusive; x = no result given; & = joins results of further samples; [ ] = dose if it differs, or a comment. Unless noted, calls come from the whole dose curve; as a rule, active = well fitted curve in the direction sought with a large enough effect; inconclusive = small, poorly fitted or top-dose-only effect, or another doubt; inactive = no such curve, though single readings can be large; an effect the other way counts as inactive or inconclusive.

SMILES | FUS suppressor | PLK1 PBD block | EPAC1 agonist | WRN helicase inh | aSyn yeast inh | EPAC1 antag | IL-2 act | Abeta rescue | PI5P4Ka inh
CCOC(=O)c1c(S(=O)(=O)NCC(C)c2ccccc2)c(C)n(C)c1C (stereo not drawn) | 33% | -22% | -15% | -1%[57.1 µM] | -2% | 4% | -1.4 | 0% | 6
CCCCn1c(N)c(N(CC)C(=O)CCNC(=O)NC23CC4CC(CC(C4)C2)C3)c(=O)[nH]c1=O | 27% | -7% | -2% | -27% | 0% | 8% | -3.5 | 5% | 9
Nc1cc(=O)[nH]c(SCC(=O)NC2CCCCCCC2)n1 | 14% | -20% | 3% | 4% | -6% | -28% | -0.6 | -4% | -2
Cc1cccc(/C=N/NC(=O)CNc2cccc3ccccc23)n1 | x | -4% | -1% | -9% | 4% | 1% | -1.3 | 2% | -1
CSCC(C)N1CCC(n2nccc2NC(=O)CCOc2ccccc2)CC1 (stereo not drawn) | -9% | -17% | 9% | 10% | -6% | 33%[activator] | -2.3 | 15% | -3
CC(=O)Nc1nnc(S(N)(=O)=O)s1 | -11% | 8% | -3% | 3% | -4%&1% | -2% | -0.1 | 2% | 3
Cc1ccccc1C1NC(=O)c2ccccc2O1 (stereo not drawn) | -7% | -10% | 3% | -1% | 3% | -14% | 0.5 | 0% | 0
CC1CC(C)CN(CC(=O)Nc2cc(S(=O)(=O)N3CCOCC3)ccc2N2CCCC2)C1 (stereo not drawn) | 1% | -5% | -1% | -2% | -5% | -6% | -0.5 | 5% | 8
CCCn1c(SC(C)C(=O)NC2CCCC2)n[nH]c1=O (stereo not drawn) | 3% | -7% | -46%[inhibitor] | -12% | -1% | -5% | -0.4 | 1% | 1
CCCCn1c(N)c(N(CCOC)C(=O)c2ccc(S(=O)(=O)N(CC)c3ccccc3)cc2)c(=O)[nH]c1=O | 13% | -6% | -4% | -3% | -5% | -2% | -1.8 | 7% | -3
Cc1ccc(S(=O)(=O)N2CCN=C2SCc2cccnc2)cc1 | -20% | 0% | 2% | 3% | 7% | -15% | 0.9 | 6% | -5
O=C(NCCOc1nc(N2CCOCC2)nc(N2CCOCC2)n1)Nc1ccc(Cl)cc1 | 23% | -6% | 7% | 9% | -1% | 7% | 0.7 | -19% | x
CC(C)c1ccc(NC(=O)C(c2ccccc2)N2CCC3(CC2)OCCO3)cc1 (stereo not drawn) | 17% | 0% | 4% | -6% | 3% | -3% | 2.4 | 13% | x
CC1(C)COC(=S)N1CCC#N | x | 2% | -7% | 2% | u | -2% | -5.0 | -43%[inhibitor] | -9
C/C(CCc1ccc2c(c1)OCO2)=N\NC(=O)c1ccccc1Br | 5% | -17% | -7% | -3% | -6% | 5% | -3.3 | -32% | 1
COc1ccc(Cc2nnc(NC(=O)c3cccc([N+](=O)[O-])c3)s2)cc1 | 45% | -7% | 12% | 1% | -8% | -1% | -1.4 | 13% | 2
COc1cc(S(=O)(=O)n2c(C)nc3ccccc32)ccc1F | -21% | -1% | 5% | -24% | 1% | -5% | 0.5 | 3% | -9
CC(=O)Oc1ccccc1C(=O)NC(C)CCc1ccccc1 (stereo not drawn) | -4% | -11% | 15% | -35% | -13% | -4% | -0.1 | 7% | -1
COc1ccc(Cc2ccccc2C(=O)O)cc1 | -5% | -9% | 3% | -9% | 0% | -2% | -0.7 | 16% | 1
Cn1c(=O)c2c(nc(N3CCc4ccccc4C3)n2Cc2ccccc2F)n(C)c1=O | 19% | -3% | -1% | 3% | 4% | 16% | -3.5 | 3% | -1
Cc1ccc(S(=O)(=O)N2CCCC2)cc1C(=O)NCc1ccccc1CN1CCCC1 | -1% | -14% | 4% | 1% | -2% | -10% | 1.9 | -3% | -3
CC(=O)Nc1ccc(CN2CCN(Cc3ccc(F)c(F)c3)C(CCO)C2)cc1 (stereo not drawn) | 24% | 19µM* | 4% | 0% | 3% | 4% | -0.8 | 10% | -2
CCCS(=O)(=O)c1nc(S(=O)(=O)c2ccc(C)cc2)c(N2CCCC(C)C2)s1 (stereo not drawn) | -2% | -16% | 7% | 3% | 5% | 4% | -1.6 | 12% | -2
CC(C)(C)CC(=O)Nc1cc(S(=O)(=O)N2CCCCCC2)ccc1Cl | x | -19% | -3% | -4% | -15% | -35% | -0.5 | 4% | 12
Cc1ccc(S(=O)(=O)NCCC(=O)OCC(=O)N(Cc2ccccc2)C(C)(C)C)cc1C | u | 0% | 4% | 1% | 0% | 1% | -0.5 | 13% | 1
COc1ccc(NC(=O)CSC2=NC(=O)CC(C)=N2)cc1 | 21% | -5% | -2% | -1% | 0% | 6% | 0.7 | -1% | x
COc1ccc(C(=O)OCC(=O)Nc2ccc3[nH]c(=O)[nH]c3c2)cc1 | 10% | 3% | -7% | -10% | -1% | -7% | 6.3 | -10% | 3
COCc1cc(Sc2ccc(Br)cc2)nc(-c2ccccc2)n1 | 8% | -6% | 6% | -1% | -7% | 19% | -0.1 | 8% | 4
NNC(=O)COc1ccc(-c2n[nH]c(C(F)(F)F)c2-c2ccc(Br)cc2)c(O)c1 | x | -2% | 5% | -3% | -1% | 4% | -0.5 | 5% | -12
Clc1ccc(CNc2nnnn2-c2ccccc2)c(Cl)c1 | 0% | -20% | -6% | 3% | 7% | -5% | -1.7 | 1% | 8
Cc1[nH][nH]c(=O)c1C=NCc1ccc(Cl)cc1 | -24% | 0% | 6% | -4% | -1% | -2% | -2.7 | 3% | -1
Cc1ccc(S(=O)(=O)NNC(=O)c2ccc3ccccc3n2)cc1 | 11% | -10% | 7% | 6% | -9% | -24% | -2.8 | 17% | -1
CC1(C(=O)Nc2ccc(F)c(Cl)c2)Cc2c(-c3cccc(C(F)(F)F)c3)ccnc2O1 (stereo not drawn) | 37% | -1% | -11% | -4% | 8% | -19% | -0.3 | u | 5
CCCCCCCCCc1nc2sc3c(c2c(=O)n1NC(=O)c1ccc([N+](=O)[O-])cc1)CC(C)(C)OC3 | 25% | 0% | -34%[inhibitor] | -12% | 1% | -9% | 0.1 | -2% | 1
CCOC(=O)N1CCC(NC(=O)CSCc2nc(-c3ccccc3Cl)oc2C)CC1 | 14% | -11% | -7% | -2% | 6% | -6% | -3.0 | -6% | 1
CN1CCC(=C(c2ccc(Cl)cc2)c2ccccn2)CC1 | -26% | -6% | 3% | 3% | -15% | 1% | -0.3 | -3% | 8

4 entries already listed, ordered by their value in PLK1 PBD block, falling:
| mol | PLK1 PBD block | WRN helicase inh | EPAC1 antag | IL-2 act | PI5P4Ka inh |
| --- | --- | --- | --- | --- | --- |
| COCc1cc(Sc2ccc(Br)cc2)nc(-c2ccccc2)n1 | -6% | -1% | 19% | -0.1 | 4 |
| COc1ccc(Cc2ccccc2C(=O)O)cc1 | -9% | -9% | -2% | -0.7 | 1 |
| C/C(CCc1ccc2c(c1)OCO2)=N\NC(=O)c1ccccc1Br | -17% | -3% | 5% | -3.3 | 1 |
| Clc1ccc(CNc2nnnn2-c2ccccc2)c(Cl)c1 | -20% | 3% | -5% | -1.7 | 8 |

Later entries:
SMILES | FUS suppressor | PLK1 PBD block | EPAC1 agonist | WRN helicase inh | aSyn yeast inh | EPAC1 antag | IL-2 act | Abeta rescue | PI5P4Ka inh
COc1ccc(N2CCN(C(=O)c3ccc(CS(=O)Cc4ccc(C)cc4)o3)CC2)cc1 (stereo not drawn) | 25% | -7% | -8% | 1% | 19% | -4% | -2.2 | 11% | 3
O=C(O)CSC1CC(=O)N(c2ccc(F)cc2)C1=O (stereo not drawn) | -14% | -12% | 6% | 14% | -3% | 6% | -0.6 | 13% | -2
Cc1c(NC(=O)c2cccs2)cccc1C(=O)O | 10% | -4% | -2% | 1% | 3% | 2% | 3.6 | 9% | 6
COCc1c(C#N)c(NCCc2ccccc2)nc(C)c1[N+](=O)[O-] | x | 2% | -18% | -8% | -8% | -20% | -1.6 | 0% | 16
CC(C)CC1NC(=O)N(CC(=O)Nc2ccc3c(c2)OCCO3)C1=O (stereo not drawn) | x | -1% | -2% | -1% | 2% | 7% | -0.2 | 4% | 0
O=C(Nc1cccc(Cl)c1)Nc1cccc(Cl)c1 | 8% | -7% | 7% | -8% | 0% | -20% | -3.1 | -1% | 9
FC(F)(F)c1nc(N2CCCC2)ncc1-c1nnnn1-c1ccccc1 | 34% | -4% | 21% | -5% | -5% | -4% | -2.1 | -1% | x
COc1ccc(C(=O)N(Cc2nc(-c3ccc(C)cc3)no2)C2CCCCC2)cc1OC | 36% | -3% | 24% | -21% | u | -18% | -1.6 | -16% | x
COc1ccccc1-c1csc(C(C)(O)c2ccccc2)n1 (stereo not drawn) | 14% | -4% | -10% | -11% | u | -15% | -0.5 | 19% | 15
CCN(CC)Cc1nc2nc(Cl)c(Cl)nc2[nH]1 | -18% | 2% | -11% | 19% | 8% | 6% | -0.2 | -5% | -7
Nc1ccc(S(=O)(=O)Nc2nccc(/C=C/c3cccc(Br)c3)n2)cc1 | 7% | -8% | -1% | -6% | 3% | 5% | -1.0 | -9% | 1
O=C(COC(=O)/C=C/c1ccc(F)cc1)Nc1cc(C(F)(F)F)ccc1N1CCOCC1 | -14% | 0% | 3% | 6% | 6% | -5% | -0.3 | 1% | -3
O=C(COc1ccccc1Cl)Nc1ccc2c(c1)C(=O)NC2=O | 15% | -23% | -5% | -14% | -8% | -25% | -4.0 | -4% | -9
CCOC(=O)/C=C/CN(C(=O)OC(C)(C)C)S(=O)(=O)N1CC=CC1 | -9% | 5% | 14% | 6% | 2% | 5% | 0.1 | 0% | 5
CCN(CC)C(=O)C1CCC(CNS(=O)(=O)c2cccc3cccnc23)CC1 (stereo not drawn) | 1% | -6% | -17% | -10% | 12% | -27% | 0.2 | 25% | -7
C=CCn1c(N)cc(=O)nc1SCC(=O)NC(C)c1ccccc1 (stereo not drawn) | 27% | -8% | -8% | 0% | 1% | 7% | -1.9 | 7% | x
COCCNC(=O)CCSCc1ccccc1F | -20% | -2% | 3% | -12% | 1% | 0% | -0.4 | 13% | x
